Compound activity deposited in PubChem by several laboratories.
M5 PAM = positive allosteric modulators of human muscarinic M5 receptor | P08912 | 360,000 tested, 0.3% active | CHO-K1 hM5, Fluo-8 calcium, ACh EC20 PAM; 0% = ACh EC20, 100% = ACh EC100 | AID 624038 | activation, % at 3 µM;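 active = activation above the run cutoff, the mean activation of all test compounds plus 3 SD, cut at about 18% in these data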
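system = human M5 receptor in CHO-K1 cells | compound = one concentration, 3 µM final (nominal) | schedule = Post-acetylcholine fluorescence recording 140 s | signal = Fluo-8 calcium dye fluorescence, kinetic read | benchmarks = low control EC20 acetylcholine (0%), high control EC100 acetylcholine (100%) | repeats = singlicate, one well per test compound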
CRFR2-BP antag = antagonists of CRF-binding protein/CRF-R2 receptor complex | HEK293 CRF-R2/CRF-BP, CRF-induced calcium fluorescence | 350,000 tested, 0.59% active | AID 588475 | inhibition, % at 11.8 µM;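 active = inhibition of the ligand-induced calcium signal above about 50% at the single tested concentration, limit read from the data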
M4 PAM = CHRM4 positive allosteric modulation; activation, % at 3 µM; P08173; CHO-K1 hM4/Gqi5, Fluo-8 calcium fluorescence, ACh EC20; 0% = ACh EC20, 100% = maximal ACh; 360,000 tested, 0.4% active;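 active = activation above its plate's cutoff, the mean activation of sample wells plus 3 SD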; note: some results filed as inactive read as strong as hits
CHRM4 agonist = CHRM4 agonism in calcium assay; activation, % at 3 µM; AID 624127; 360,000 tested, 0.14% active; CHO-K1 hM4/Gqi5, Fluo-8 calcium fluorescence; vehicle 0%, full acetylcholine response 100%;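 active = activation above the run mean over all test wells plus 3 SD, cut at about 32% in these data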;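 note: peak over basal fluorescence ratio per well then scaled between controls; 0% = DMSO wells and 100% = acetylcholine at EC100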
M4 antag = blocks acetylcholine activation of human M4 receptor. CHO-hM4 cells, ACh EC80, Fluo-8 calcium fluorescence. inhibition, % at 3 µM. 360,000 tested, 0.73% active. P08173;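 active = inhibition above its plate's cutoff, the mean inhibition of sample wells plus 3 SD, cut at about 27% in these data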;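 note: 0% = acetylcholine EC80 with DMSO and 100% = DMSO without agonist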
M5 ag = agonists of human muscarinic M5 receptor (CHRM5) | P08912 | CHO-K1 hM5 cells, Fluo-8 calcium fluorescence; 0% DMSO wells, 100% maximal acetylcholine response | activation, % at 3 µM | 360,000 tested, 0.19% active | AID 624037;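 active = activation above the run's mean over test compounds plus 3 SD, cut at about 23% in these data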;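 note: signal is peak over basal fluorescence ratio across the kinetic read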
M5 antag = blocks acetylcholine activation of human M5 receptor. P08912. CHO-hM5 cells, Fluo-8 calcium fluorescence, ACh EC80. inhibition, % at 3 µM. 360,000 tested, 0.59% active. AID 624040;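 active = inhibition above a per-plate cutoff, the mean of that plate's test compounds plus 3 SD, cut at about 27% in these data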;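 note: 0% = acetylcholine EC80 with DMSO and 100% = DMSO without agonist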
IDE cell inh = inhibitors of human insulin-degrading enzyme in cells; HEK cells, FAbetaB cleavage, fluorescence polarization; inhibition, % at 5.59 µM; P14735; 320,000 tested, 0.41% active; AID 434962;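 active = percent inhibition above the average of all tested compounds plus 3 SD, set per screening campaign, cut at about 16% in these data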;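 note: IDE supplied by intact live HEK cells; FP after avidin binding of uncleaved biotin substrate so inhibition keeps polarization high; 0% = DMSO wells and 100% = 60 µM reference IDE inhibitor Ii1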
Target sequence (P14735 whole entry, looked up): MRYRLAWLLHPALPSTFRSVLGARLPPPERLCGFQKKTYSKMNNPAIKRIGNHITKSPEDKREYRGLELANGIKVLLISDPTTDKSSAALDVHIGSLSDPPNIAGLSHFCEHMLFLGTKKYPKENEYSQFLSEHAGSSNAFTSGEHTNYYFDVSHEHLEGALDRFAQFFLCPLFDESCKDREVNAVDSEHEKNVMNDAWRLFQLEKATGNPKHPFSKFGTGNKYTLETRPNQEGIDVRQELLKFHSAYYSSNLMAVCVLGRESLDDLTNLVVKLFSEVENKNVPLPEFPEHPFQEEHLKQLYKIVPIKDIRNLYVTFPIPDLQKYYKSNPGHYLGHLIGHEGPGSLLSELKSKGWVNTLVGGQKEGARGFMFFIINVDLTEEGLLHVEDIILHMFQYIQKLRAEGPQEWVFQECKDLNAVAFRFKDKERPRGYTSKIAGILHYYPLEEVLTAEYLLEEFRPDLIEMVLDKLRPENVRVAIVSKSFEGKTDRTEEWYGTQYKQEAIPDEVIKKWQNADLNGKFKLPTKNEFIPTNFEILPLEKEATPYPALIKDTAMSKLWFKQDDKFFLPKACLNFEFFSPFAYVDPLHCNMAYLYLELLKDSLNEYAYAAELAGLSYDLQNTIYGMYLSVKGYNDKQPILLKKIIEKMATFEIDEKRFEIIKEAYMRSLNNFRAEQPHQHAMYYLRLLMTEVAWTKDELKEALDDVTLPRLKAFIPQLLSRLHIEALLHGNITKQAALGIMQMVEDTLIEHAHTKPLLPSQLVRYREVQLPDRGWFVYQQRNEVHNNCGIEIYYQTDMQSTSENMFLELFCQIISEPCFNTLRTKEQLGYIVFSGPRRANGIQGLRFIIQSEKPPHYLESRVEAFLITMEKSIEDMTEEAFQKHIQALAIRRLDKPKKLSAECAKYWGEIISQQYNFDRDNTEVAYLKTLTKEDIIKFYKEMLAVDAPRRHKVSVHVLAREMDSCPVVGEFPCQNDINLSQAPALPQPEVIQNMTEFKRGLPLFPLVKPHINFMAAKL
CRFR2-BP ag = CRF-BP/CRF-R2 complex agonism; activation, % at 13.2 µM; 350,000 tested, 0.46% active; HEK293 CRF-R2/CRF-BP, calcium dye fluorescence (FLIPR); percent of saturating CRF peptide response;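 active = activation of at least 50%, plus an integration ratio under a set limit after plate pattern correction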;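 note: plate controls were neutral control wells without compound for no effect and CRF at EC100 for full effect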
* = called active by the depositor; · = not tested or not shown.

Under each structure – M5 PAM	CRFR2-BP antag	M4 PAM	CHRM4 agonist	M4 antag	M5 ag	M5 antag	IDE cell inh	CRFR2-BP ag
(1) CC(Sc1nnc(-c2ccccc2F)o1)C(=O)Nc1ccc(N2CCOCC2)cc1 (configuration not stated)
→ 1	2	10	1	-3	-1	0	·	-0.4
(2) CCOC(=O)c1c(-c2cccc([N+](=O)[O-])c2)csc1NC(=O)C1CCCCC1
→ -9	-6	0	-1	6	-2	0	0	1.2
(3) CCCN(C(=O)c1cccs1)c1nnc(-c2ccncc2)s1
→ 2	-11	7	-1	-2	2	1	1	1.8
(4) CCOC(=O)N1CCN(C(=O)Cc2ccc(-n3c(=O)[nH]c4ccccc4c3=O)cc2)CC1
→ 0	5	6	1	-5	-2	5	-3	1.1
(5) CCn1nc(C)c(NC(=O)/C=C/c2cnn(C)c2C)c1C
→ -5	8	13	0	-8	3	-3	0	0.1
(6) COc1ccccc1CNCc1ccc2c(c1)OCO2
→ -1	12	-4	0	6	0	4	·	0.9
(7) N#Cc1ccc(Oc2ccc(S(=O)(=O)N3CCCCC3)cn2)cc1
→ -11	2	-9	2	2	-2	12	-9	-1.4
(8) COc1ccc(-c2nc3ccccc3nc2-c2ccc(OC)c(OC)c2)cc1OC
→ -7	23	0	8	-1	-13	39*	-7	-1.7
(9) CNC(=O)C(=O)NCC1OCCCN1S(=O)(=O)c1ccc2c(c1)OCCO2 (configuration not stated)
→ -1	10	4	1	-2	-4	-3	1	2.1
(10) CN(CCOC(=O)c1cccc(F)c1)Cc1ccccc1
→ -9	1	2	0	-6	-7	14	4	1.6
(11) COC(=O)[C@H](C)NC(=O)Nc1cccc(C(F)(F)F)c1
→ 1	0	1	1	-3	1	0	-2	-2.0
(12) COc1cc([N+](=O)[O-])ccc1-c1ccc(/C=N/NC(=O)OC(C)(C)C)o1
→ -2	-29	5	1	5	1	6	2	57*
(13) O=C(NC(=S)Nc1cccc2c(O)cccc12)c1cccc(Br)c1
→ 2	-21	-1	1	-6	-1	-3	6	0.4
(14) CC(C)N(Cc1ccccc1)C(=O)c1ccc2nsnc2c1
→ -3	3	-5	1	-3	-5	10	0	0.5
(15) CCOc1ccccc1N1CC(C(=O)Nc2ccccc2CC)CC1=O (configuration not stated)
→ -3	-14	-9	1	-4	-2	13	0	-0.9
(16) CCCCCCCCc1c(O)nc(-n2[nH]c(C)c(CCO)c2=O)[nH]c1=O
→ -8	-14	10	3	-6	-3	0	-3	0.9
(17) COC(=O)C1=CN(c2ccc(C(C)(C)C)cc2)C(N)=C(C#N)C1c1ccc(OC)cc1 (configuration not stated)
→ 5	·	5	0	7	-2	-11	·	·
(18) COc1ccc(-c2c(C)nn3c(-c4ccccc4)cc(C)nc23)cc1
→ -3	-3	-3	3	-8	2	-1	-1	-0.3
(19) O=C(COC(=O)C1CCC1)NCc1ccccc1Cl
→ 4	-10	3	0	-1	-1	2	6	0.7
(20) CCc1nc2ccc(C(=O)NCc3ccccc3OC)cn2c1N(CC)CCN(C)C
→ -2	·	-1	1	-18	0	-13	·	·

Some of the entries above, set out differently:
No.	compound	M5 PAM	CRFR2-BP antag	M4 PAM	CHRM4 agonist	M4 antag	M5 ag	M5 antag	IDE cell inh	CRFR2-BP ag
6	COc1ccccc1CNCc1ccc2c(c1)OCO2	-1	12	-4	0	6	0	4	·	0.9
7	N#Cc1ccc(Oc2ccc(S(=O)(=O)N3CCCCC3)cn2)cc1	-11	2	-9	2	2	-2	12	-9	-1.4
8	COc1ccc(-c2nc3ccccc3nc2-c2ccc(OC)c(OC)c2)cc1OC	-7	23	0	8	-1	-13	39*	-7	-1.7
9	CNC(=O)C(=O)NCC1OCCCN1S(=O)(=O)c1ccc2c(c1)OCCO2 (configuration not stated)	-1	10	4	1	-2	-4	-3	1	2.1
10	CN(CCOC(=O)c1cccc(F)c1)Cc1ccccc1	-9	1	2	0	-6	-7	14	4	1.6
11	COC(=O)[C@H](C)NC(=O)Nc1cccc(C(F)(F)F)c1	1	0	1	1	-3	1	0	-2	-2.0
12	COc1cc([N+](=O)[O-])ccc1-c1ccc(/C=N/NC(=O)OC(C)(C)C)o1	-2	-29	5	1	5	1	6	2	57*
13	O=C(NC(=S)Nc1cccc2c(O)cccc12)c1cccc(Br)c1	2	-21	-1	1	-6	-1	-3	6	0.4
14	CC(C)N(Cc1ccccc1)C(=O)c1ccc2nsnc2c1	-3	3	-5	1	-3	-5	10	0	0.5
15	CCOc1ccccc1N1CC(C(=O)Nc2ccccc2CC)CC1=O (configuration not stated)	-3	-14	-9	1	-4	-2	13	0	-0.9
16	CCCCCCCCc1c(O)nc(-n2[nH]c(C)c(CCO)c2=O)[nH]c1=O	-8	-14	10	3	-6	-3	0	-3	0.9
17	COC(=O)C1=CN(c2ccc(C(C)(C)C)cc2)C(N)=C(C#N)C1c1ccc(OC)cc1 (configuration not stated)	5	·	5	0	7	-2	-11	·	·
18	COc1ccc(-c2c(C)nn3c(-c4ccccc4)cc(C)nc23)cc1	-3	-3	-3	3	-8	2	-1	-1	-0.3
19	O=C(COC(=O)C1CCC1)NCc1ccccc1Cl	4	-10	3	0	-1	-1	2	6	0.7
20	CCc1nc2ccc(C(=O)NCc3ccccc3OC)cn2c1N(CC)CCN(C)C	-2	·	-1	1	-18	0	-13	·	·

New compounds follow
Under each structure – M5 PAM	CRFR2-BP antag	M4 PAM	CHRM4 agonist	M4 antag	M5 ag	M5 antag	IDE cell inh	CRFR2-BP ag
(21) COC(=O)c1c(C)[nH]c(C)c1-c1ccccc1
→ 1	-5	7	0	6	0	0	1	-0.9
(22) CN1CCN(C2=CC(=O)OC23CCCCC3)CC1
→ 4	-3	10	0	-6	-9	6	7	1.1
(23) Cc1cc2c(cc1C)NC1(C[C@H]3CCC(=O)N4CC[C@@H](C1)[C@@H]34)C(=NC(C)(C)CC(C)(C)C)N2 (some centres not stated)
→ 0	-12	-1	1	3	1	8	·	2.7
(24) CC(C)CNC(=O)C1(C)CCCN1C(=O)c1cncc(Br)c1 (configuration not stated)
→ 0	·	5	0	-14	1	-3	·	·
(25) Cc1onc(-c2c(Cl)cccc2Cl)c1C(=O)N1CCc2ccccc2C1
→ -22	-23	-16	-1	32*	-8	12	5	13
(26) C#CCOCCOCCOCCNc1nc(N2CCN(C(=O)[C@H]([C@@H](C)CC)n3cc(CCCCN)nn3)CC2)nc(N2CCN(C(=O)[C@H](CCCCN)n3cc(CCC(=O)O)nn3)CC2)n1
→ 1	-2	0	1	-9	1	13	4	0.2
(27) NS(=O)(=O)c1ccc(CNC(=S)NC(=O)c2ccco2)cc1
→ 3	1	6	·	-14	1	12	-6	-6.7
(28) O=c1cc(-c2ccccc2)nc(Sc2ccc([N+](=O)[O-])cc2[N+](=O)[O-])[nH]1
→ 12	0	-2	0	10	3	-3	-5	-1.5
(29) Cc1cc(C(=O)N(C)CC2CCCN(CCc3ccc(F)cc3)C2)c(C)o1 (configuration not stated)
→ 1	-5	-9	0	5	-8	-14	3	-1.7
(30) CCOc1ccccc1NC(=O)CCS(=O)(=O)c1cccc2nonc12
→ 8	16	-1	2	-3	-4	-5	1	0.1
(31) CCOC(=O)C1(Cc2cccc(Cl)c2)CCCN(C(=O)c2ccoc2C)C1 (configuration not stated)
→ -6	3	-1	4	-19	-1	0	·	-0.9
(32) O=C(CCCc1nc2ccccc2s1)Nc1ccccc1
→ 0	-2	-4	2	-3	-2	6	0	1.7
(33) Cc1ccc(N)c(C(=O)CCCCC(=O)O)c1
→ -1	-1	9	1	-10	1	-6	8	0.3
(34) O=C(CCC(=O)NNC(=O)Nc1cccc(Cl)c1)NCc1ccccc1
→ 1	-3	-3	0	6	-1	11	-3	-1.1
(35) Cc1ccc(Nc2cc(C)nn2-c2nc(C)cc(=O)[nH]2)cc1
→ -2	-1	2	-2	59*	-6	41*	4	-1.7
(36) CCOC(=O)c1ccc(P(=O)(c2ccccc2)c2ccccc2)cc1
→ 1	7	-7	0	-7	-8	1	1	-1.6
(37) Cc1ccc([N+](=O)[O-])cc1NC(=O)CN(C(=O)c1ccc(Cl)cc1)C1CCCCC1
→ -5	-11	4	1	-5	-3	1	-2	5.7
(38) COc1ccc(C(=O)O)cc1N1C(=O)Nc2ccccc2N1O
→ 4	12	5	1	-5	-1	-6	0	-0.1
(39) COc1cc2c(cc1OC)C(c1ccccc1[N+](=O)[O-])=NCC2
→ -5	·	12	1	-7	1	2	·	·
(40) O=c1sc2ccccc2c(N2CCCCC2)c1[N+](=O)[O-]
→ 0	-18	3	2	2	0	8	-1	0.6

Carrying on.
Under each structure – M5 PAM	CRFR2-BP antag	M4 PAM	CHRM4 agonist	M4 antag	M5 ag	M5 antag	IDE cell inh	CRFR2-BP ag
(41) Cc1ccc(-c2nc(CN(C)Cc3cccc4cnccc34)c(C)o2)s1
→ 2	-12	-4	7	-3	-1	-1	9	-1.3
(42) CN(CCc1ccccn1)C(=O)c1ccc(OC2CCN(Cc3ccccn3)CC2)cc1
→ -3	10	-5	1	10	-6	1	·	-2.5
(43) CCCC(=O)Nc1ccc(C(=O)Nc2nnc(COCC)s2)cc1
→ 3	-8	3	1	-6	-2	0	-1	0.8
(44) Cc1ccc(CNC(=O)CCC2CCCN(C(=O)CCC(F)(F)F)C2)o1 (configuration not stated)
→ 4	-6	2	0	1	1	-6	1	-0.3
(45) O=C(COC(=O)c1ccc[n+]([O-])c1)Nc1ccc(Cl)cc1[N+](=O)[O-]
→ 7	13	20	3	-7	5	-2	-3	1.0
(46) c1ccc(CCNc2cnccn2)cc1
→ -1	-9	2	2	-12	-2	4	-2	1.5
(47) CC1=C(C(=O)Nc2ccccc2)C(c2ccncc2)C(C#N)=C(SCC(=O)NC2CC2)N1 (configuration not stated)
→ 0	1	7	0	1	-5	2	3	1.4
(48) CCOP(=O)(c1ccccc1)c1nc(-c2ccccc2Cl)oc1N1CCCCC1 (configuration not stated)
→ 3	-22	-1	-2	-4	-2	-3	10	-0.5
